Screening data from PubChem BioAssay.
All columns: NCI-60 one-dose screen, growth in % after 48 h at 10 µM unless noted; 100 = growth as untreated, 0 = no growth, -100 = all killed.
A498: A498 renal cancer cells; 5.4% of 76,000 active
786-0: 786-0 renal cancer cells. 5.1% of 81,000 active. AID 1794775
CAKI-1: CAKI-1 renal cancer | 4.7% of 75,000 active
SN12C: SN12C renal cancer cells; 3.8% of 81,000 active
TK-10: TK-10 renal cancer cells; 3.9% of 81,000 active; AID 1794769
ACHN: ACHN renal cancer | AID 1794771 | 4.9% of 81,000 active
UO-31: UO-31 renal cancer. 5.2% of 81,000 active
PC-3: PC-3 prostate cancer cells; 3.9% of 80,000 active; AID 1794754
RXF 393: RXF 393 renal cancer cells; 6.9% of 77,000 active; AID 1794773
Numbers without * were called inactive; & = joins results of further samples. How the source made its calls: active means growth percent below 10; inactive means the rest. Compounds were not picked by outcome; overall some 11% were active at least once.

O=c1cc/c(=N\Nc2ccccc2)c(=O)/c1=N/Nc1ccccc1 was read as A498 93, 786-0 112, SN12C 112, TK-10 170, ACHN 100, UO-31 98, PC-3 64 and RXF 393 121.
CC1C2CCC(C2)C1CNCC1C2CCC(C2)C1C (configuration not stated) was read as A498 102, 786-0 95, CAKI-1 104, SN12C 96, TK-10 111, ACHN 101, UO-31 88 and PC-3 90.
Screening CS(=O)(=O)c1ncc(Br)cn1 returned A498 124, 786-0 112, CAKI-1 92, SN12C 99, TK-10 109, ACHN 102, UO-31 85, PC-3 98 and RXF 393 118.
Screening O=C(N/N=C/c1ccc(Cl)cc1)c1ccccc1Nc1cccc(C(F)(F)F)c1 returned A498 -13*, 786-0 86, CAKI-1 86, SN12C 91, ACHN 102, UO-31 41 and PC-3 72.
`Cc1ccc(S(=O)(=O)N2CCc3c([nH]c4ccccc34)[C@@H]2Cc2cnc[nH]2)cc1` gave A498 50, 786-0 82, CAKI-1 71, SN12C 74, TK-10 86, ACHN 89, UO-31 44, PC-3 71 and RXF 393 92.
O=CNC(c1ccccc1)(c1ccccc1)c1ccccc1 was read as A498 119, 786-0 98, CAKI-1 96, SN12C 104, TK-10 100, ACHN 94, UO-31 84, PC-3 78 and RXF 393 98.
Screening CCCCN1CCN(c2ccc3nc(-c4ccc5nc(-c6cc(OC)c(OC)c(OC)c6)[nH]c5c4)[nH]c3c2)CC1 returned 786-0 51, CAKI-1 88, SN12C 80, TK-10 131, ACHN 87, UO-31 80, PC-3 57 and RXF 393 -43*.
Screening COc1ccc(-n2nnc3c4nc(-c5ccccc5)oc(=O)c4c(C)nc32)cc1 returned A498 72, 786-0 102, CAKI-1 93, SN12C 102, TK-10 102, ACHN 100, UO-31 84, PC-3 93 and RXF 393 109.
`C=CCS(C)(=O)=O` gave A498 105, 786-0 99, CAKI-1 92, SN12C 98, TK-10 97, ACHN 102, UO-31 90, PC-3 101 and RXF 393 98.
For O=C1CCN(c2ccc(-c3ccsc3)cc2)N1c1ccc(-c2ccsc2)cc1 the results were A498 104, 786-0 87, CAKI-1 76, SN12C 90, TK-10 97, ACHN 83, UO-31 64, PC-3 85 and RXF 393 92.
For c1ccc(Nc2ncc(Cc3cccc4ccccc34)s2)cc1 the results were A498 103, 786-0 97, CAKI-1 64, SN12C 93, TK-10 95, ACHN 94, UO-31 64, PC-3 58 and RXF 393 94.
Screening COc1c2occc2c(OC)c2c(=O)c(C3=NN(C(C)=O)C(c4ccc(F)cc4)C3)c(C)oc12 (configuration not stated) returned A498 87, 786-0 101, CAKI-1 92, SN12C 96, TK-10 113, ACHN 92, UO-31 76, PC-3 81 and RXF 393 93.
`COC(=O)c1cccc2c1C(=O)c1cc([N+](=O)[O-])ccc1-2` gave A498 82, 786-0 95, CAKI-1 101, SN12C 95, TK-10 100, ACHN 92, UO-31 78, PC-3 99 and RXF 393 82.
`Cc1[nH]c(=S)[nH]c(=O)c1S(=O)(=O)Nc1ccc(Cl)cc1` gave 786-0 98, CAKI-1 66, SN12C 94, TK-10 148, ACHN 87, UO-31 58, PC-3 85 and RXF 393 96.
Cn1cc(-c2cc(N)n3nc(-c4cn(C)c5ncccc45)cc3n2)c2cccnc21 was read as A498 87, 786-0 82, CAKI-1 86, SN12C 90, TK-10 86, ACHN 109, UO-31 89, PC-3 80 and RXF 393 59.
Screening N#Cc1nn(-c2ccc(Cl)cc2)nc1N1CCCCC1 returned A498 98, 786-0 96, CAKI-1 97, SN12C 103, TK-10 118, ACHN 116, UO-31 100, PC-3 108 and RXF 393 97.
Screening O=c1cc(Cn2cc[n+](Cc3ccc4ccccc4c3)c2)c2c(ccc3ccccc32)o1 returned A498 113, 786-0 100, CAKI-1 93, SN12C 101, TK-10 102, ACHN 111, UO-31 84, PC-3 99 and RXF 393 113.
`Clc1ccc(-c2cc(-c3ccc(Cl)cc3)nc(N3CCN(CCNc4ccnc5cc(Cl)ccc45)CC3)n2)cc1` gave A498 85, 786-0 97, CAKI-1 105, SN12C 95, TK-10 127, ACHN 109, UO-31 75, PC-3 97 and RXF 393 76.
Screening COc1ccc(NC(=O)c2cc(NCc3cc(O)ccc3O)ccc2O)cc1 returned 786-0 107, CAKI-1 107, SN12C 86, TK-10 118, ACHN 97, UO-31 66, PC-3 64 and RXF 393 91.
For CC(C)=NN=C(C)C the results were A498 113, 786-0 101, CAKI-1 95, SN12C 97, TK-10 95, ACHN 101, UO-31 90, PC-3 96 and RXF 393 98.
For CC1=CC(=O)C2=C(C)CC(OS(=O)(=O)c3ccc(C)cc3)[C@@H]3[C@H](OC(=O)[C@@H]3C)[C@@H]12 (some centres not stated) the results were A498 83, 786-0 108, CAKI-1 91, SN12C 102, TK-10 106, ACHN 89, UO-31 73, PC-3 89 and RXF 393 124.
COc1cc(/C=C/C(=O)O)cc(OC)c1OC was read as A498 109, 786-0 102, CAKI-1 91, SN12C 118, TK-10 104, ACHN 105, UO-31 93, PC-3 83 and RXF 393 101.
`O=C(O)COc1ccc(S(=O)(=O)c2ccc(OCC(=O)O)cc2)cc1` gave A498 112, 786-0 102, SN12C 108, TK-10 101, ACHN 107, UO-31 94, PC-3 88 and RXF 393 106.
Screening O=C(CCCl)c1ccc(-c2ccccc2)cc1 returned A498 78, 786-0 98, SN12C 100, TK-10 95, ACHN 113, UO-31 86, PC-3 92 and RXF 393 104.
Screening Cc1ccccc1OCC1COCN(C(C)(C)CO)CO1 (configuration not stated) returned A498 107, 786-0 101, CAKI-1 93, SN12C 96, TK-10 102, ACHN 99, PC-3 94 and RXF 393 106.
`O=C(c1ccccc1)c1ccc(-c2ccccc2)cc1` gave A498 95, 786-0 97, CAKI-1 90, SN12C 98, TK-10 86, ACHN 109, UO-31 108, PC-3 82 and RXF 393 73.
COc1cc2c(=O)n(CCN(C)C)c3c4cc5c(cc4ccc3c2cc1OC)OCO5 was read as 786-0 -59*, CAKI-1 -90*, SN12C -4.7*, TK-10 -76*, ACHN -93*, UO-31 -78*, PC-3 7.3* and RXF 393 -85*.
Screening O=C(/C=C/c1cn(-c2ccccc2)nc1-c1ccccc1)NNC(=O)c1ccc(Cl)cc1Cl returned A498 82, 786-0 78, SN12C 82, TK-10 108, ACHN 87, UO-31 93, PC-3 67 and RXF 393 83.
Screening O=C(NNS(=O)(=O)c1ccccc1)c1cccnc1 returned A498 73, 786-0 92, CAKI-1 85, SN12C 96, TK-10 96, ACHN 89, UO-31 75 and RXF 393 109.
CC(=O)N1N=C(c2ccc(Cl)cc2)CC1c1ccc2c(c1)OCO2 (configuration not stated) was read as A498 50, 786-0 79, CAKI-1 72, SN12C 83, TK-10 83, ACHN 87, UO-31 64, PC-3 60 and RXF 393 100.

Sorted by molecular weight (high to low): some entries from above.
`O=C(O)COc1ccc(S(=O)(=O)c2ccc(OCC(=O)O)cc2)cc1` gave A498 112, 786-0 102, SN12C 108, TK-10 101, ACHN 107, UO-31 94, PC-3 88 and RXF 393 106.
`O=C(c1ccccc1)c1ccc(-c2ccccc2)cc1` gave A498 95, 786-0 97, CAKI-1 90, SN12C 98, TK-10 86, ACHN 109, UO-31 108, PC-3 82 and RXF 393 73.
COc1cc(/C=C/C(=O)O)cc(OC)c1OC was read as A498 109, 786-0 102, CAKI-1 91, SN12C 118, TK-10 104, ACHN 105, UO-31 93, PC-3 83 and RXF 393 101.

More structures follow:
For Cc1ccc(/C(=N/c2sc(-c3ccccc3)nc2-c2ccccc2)N2CCC(C)CC2)cc1 the results were A498 112, 786-0 104, CAKI-1 112, SN12C 110, TK-10 97, ACHN 107, UO-31 108, PC-3 100 and RXF 393 116.
`O=C1CC2(CCOCC2)Oc2ncccc21` gave A498 100, 786-0 48, CAKI-1 94, SN12C 33, TK-10 61, ACHN 36, UO-31 101, PC-3 89 and RXF 393 93.
`C[C@H](C(=O)N[C@@H](Cc1ccc(-c2ccccc2)cc1)C(=O)NC1CC(C)(C)NC(C)(C)C1)c1ccc(-c2ccccc2)c(F)c1` gave A498 -4.7*, 786-0 -89*, SN12C -51*, ACHN -87*, UO-31 -85*, PC-3 -65* and RXF 393 -56*.
For CC(C)CCC[C@@H](C)C1CCC2C3CCC4=C/C(=N/OCCN5CCCC5)CC[C@]4(C)C3CC[C@@]21C (some centres not stated) the results were A498 85, 786-0 81, CAKI-1 85, SN12C 79, TK-10 71, ACHN 91, UO-31 63, PC-3 58 and RXF 393 74.
For C#CCOc1cccc(Nc2ncnc3ccc(NC(=O)CCl)cc23)c1 the results were A498 -2.1*, 786-0 -82*, CAKI-1 1.7*, SN12C -25*, TK-10 -61*, ACHN -81*, UO-31 -88*, PC-3 -59* and RXF 393 -77*.
For O=C(CSc1nc2ccccc2c(=O)[nH]1)NNC(=O)c1ccc([N+](=O)[O-])cc1 the results were A498 104, 786-0 102, CAKI-1 97, SN12C 93, TK-10 102, ACHN 104, UO-31 79 and PC-3 103.
CO[C@]1(CO)O[C@@H](n2ccc(=O)[nH]c2=O)[C@H](F)[C@@H]1O was read as A498 91, 786-0 95, CAKI-1 85, SN12C 95, TK-10 85, ACHN 103, UO-31 92, PC-3 92 and RXF 393 109.
For COc1ccc(-n2nc(C(=O)NCCCCC(=O)O)nc2-c2ccccc2)cc1 the results were A498 103, 786-0 100, SN12C 99, TK-10 102, ACHN 110, UO-31 85, PC-3 102 and RXF 393 133.
`Cc1ccc(S(=O)(=O)NC(=O)Nc2nc3ccc(C)cc3s2)cc1` gave A498 114, 786-0 102, CAKI-1 88, SN12C 95, TK-10 108, ACHN 103, UO-31 89, PC-3 96 and RXF 393 99.
For COc1cc(/C=C/C(=O)N2CCN(C(=O)/C=C/c3cc(OC)c(OC)c(OC)c3)CC2)cc(OC)c1OC the results were 786-0 97, CAKI-1 119, SN12C 102, TK-10 121, ACHN 106, UO-31 88, PC-3 102 and RXF 393 121.
For NC(=O)SCC(=O)Nc1ccc(C(=O)O)cc1 the results were 786-0 99, CAKI-1 109, SN12C 88, TK-10 90, ACHN 97, UO-31 69, PC-3 99 and RXF 393 111.
Screening COc1cc2nc(Cl)nc(Nc3ccc(S(=O)(=O)Nc4cc(C)on4)cc3)c2cc1OC returned A498 124, 786-0 97, CAKI-1 95, SN12C 96, TK-10 116, ACHN 89, UO-31 81, PC-3 98 and RXF 393 92.
For N#CC(c1ccc([N+](=O)[O-])cc1)C(CC(=O)c1ccccc1)c1ccccc1 (configuration not stated) the results were A498 68, 786-0 85&89, CAKI-1 81&65, SN12C 88&84, TK-10 89&83, ACHN 102&94, UO-31 63&49, PC-3 68&78 and RXF 393 93&98.
`CN(O)S(=O)(=O)NCCOc1ccc(C(C)(C)C)cc1` gave A498 86, 786-0 96, CAKI-1 99, SN12C 103, ACHN 106, UO-31 85 and RXF 393 84.
`CCCCCCCCCCN=Cc1c(O)c(O)c(CCC)c2cc(C)c(-c3c(C)cc4c(CCC)c(O)c(O)c(C=NCCCCCCCCCC)c4c3O)c(O)c12` gave A498 107, 786-0 110, CAKI-1 98, SN12C 104, TK-10 104, ACHN 109, UO-31 87, PC-3 106 and RXF 393 105.
For Cc1nc(O)cc(=O)[nH]1 the results were A498 96, 786-0 114, CAKI-1 109, SN12C 109, TK-10 107, ACHN 107, UO-31 73, PC-3 97 and RXF 393 111.
`C#CCSc1nc2sc3c(c2c(=O)n1N)CCN(C(=O)OCC)C3` gave A498 73, 786-0 91, SN12C 96, TK-10 109, ACHN 111, UO-31 92, PC-3 93 and RXF 393 101.
For O=C(O)C1CCCCCC1 the results were A498 91, 786-0 100, CAKI-1 98, SN12C 103, TK-10 98, ACHN 104, UO-31 98, PC-3 96 and RXF 393 98.
Screening O=[N+]([O-])c1ccc(OS(=O)(=O)c2ccc(Cl)cc2)cc1 returned A498 85, 786-0 109, CAKI-1 97, TK-10 101, ACHN 108, UO-31 95, PC-3 96 and RXF 393 97.
Screening COc1cccc(Cc2cc(-c3ccccc3)nn(C/C(=N\O)c3ccccc3)c2=O)c1 returned A498 67, 786-0 88, CAKI-1 69, SN12C 73, TK-10 92, ACHN 73, UO-31 51, PC-3 39 and RXF 393 84.
`CCN1c2ccccc2C(Cl)(c2ccc(N(C)C)cc2)c2ccccc21` gave A498 135, 786-0 76, CAKI-1 63, SN12C 46, TK-10 63, ACHN 73, UO-31 58, PC-3 26 and RXF 393 59.
CCN(CC)c1ccc(CNc2ccnc3ccccc23)cc1 was read as A498 48, 786-0 73, CAKI-1 62, SN12C 64, TK-10 60, ACHN 76, UO-31 32, PC-3 42 and RXF 393 72.
CCCCC(S(C)(=O)=O)S(C)(=O)=O was read as A498 101, 786-0 99, CAKI-1 106, SN12C 105, TK-10 101, ACHN 94, UO-31 97, PC-3 98 and RXF 393 99.
`CN(C)CCNc1nc2ccccc2c2c1c1c(n2Cc2ccccc2)-c2ccccc2C1=O` gave A498 -96*, 786-0 -90*, CAKI-1 -80*, SN12C -89*, TK-10 -80*, ACHN -98*, UO-31 -78*, PC-3 -89* and RXF 393 -66*.

In the list so far, these have two or more sulfur atoms:
For O=C1CCN(c2ccc(-c3ccsc3)cc2)N1c1ccc(-c2ccsc2)cc1 the results were A498 104, 786-0 87, CAKI-1 76, SN12C 90, TK-10 97, ACHN 83, UO-31 64, PC-3 85 and RXF 393 92.
`Cc1[nH]c(=S)[nH]c(=O)c1S(=O)(=O)Nc1ccc(Cl)cc1` gave 786-0 98, CAKI-1 66, SN12C 94, TK-10 148, ACHN 87, UO-31 58, PC-3 85 and RXF 393 96.
`Cc1ccc(S(=O)(=O)NC(=O)Nc2nc3ccc(C)cc3s2)cc1` gave A498 114, 786-0 102, CAKI-1 88, SN12C 95, TK-10 108, ACHN 103, UO-31 89, PC-3 96 and RXF 393 99.
`C#CCSc1nc2sc3c(c2c(=O)n1N)CCN(C(=O)OCC)C3` gave A498 73, 786-0 91, SN12C 96, TK-10 109, ACHN 111, UO-31 92, PC-3 93 and RXF 393 101.
CCCCC(S(C)(=O)=O)S(C)(=O)=O was read as A498 101, 786-0 99, CAKI-1 106, SN12C 105, TK-10 101, ACHN 94, UO-31 97, PC-3 98 and RXF 393 99.
